Assay outcomes deposited in PubChem by several laboratories.
GDH-TPI inh: GDH-TPI coupling enzyme inhibitors, primary screen, artefact control for M. tuberculosis FBA inhibitor project, biochemical, absorbance, full deck | inhibition, % at 4.8 µM | GDH-TPI coupled enzyme counterscreen, NADH absorbance | hit rate 1.2% among 360,000; in the data active = inhibition above about 30%;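 note: 0% = DMSO wells and 100% = wells lacking the enzyme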
Rv3671c inh: Rv3671c serine protease inhibitors, primary screen, biochemical, fluorescence polarization, M. tuberculosis H37Rv | inhibition, % at 5.96 µM | AID 2606, 2010 | P9WHR9 | hit rate 0.048% among 320,000; in the data active = inhibition above about 38%;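 note: extracellular domain of Rv3671c used as enzyme; 0% = enzyme with DMSO and 100% = no enzyme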
Mtb FBA inh: Mtb FBA enzyme inhibitors, primary screen, biochemical, fluorescence, strain H37Rv | inhibition, % at 1 µM | hit rate 2.3% among 360,000 | Fructose-bisphosphate aldolase (Mycobacterium tuberculosis (strain ATCC 25618 / H37Rv)), … | purified M. tuberculosis FBA, fluorescence read-out | AID 588726, 2011; in the data active = inhibition above about 27%;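 note: 0% = vehicle and 100% = reference inhibitor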
Target sequence (P9WQA3 whole entry, looked up): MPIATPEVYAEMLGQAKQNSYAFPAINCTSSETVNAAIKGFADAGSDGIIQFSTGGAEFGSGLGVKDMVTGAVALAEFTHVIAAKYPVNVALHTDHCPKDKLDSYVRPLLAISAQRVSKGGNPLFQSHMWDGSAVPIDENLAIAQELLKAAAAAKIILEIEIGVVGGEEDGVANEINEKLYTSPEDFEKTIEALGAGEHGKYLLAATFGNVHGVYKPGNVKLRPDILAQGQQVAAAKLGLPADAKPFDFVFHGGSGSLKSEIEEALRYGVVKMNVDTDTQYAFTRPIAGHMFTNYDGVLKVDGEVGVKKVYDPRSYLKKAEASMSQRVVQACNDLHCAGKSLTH
SARS 3CLpro inh: SARS-CoV 3CLpro protease inhibitors, primary screen, biochemical, quenched FRET | Replicase polyprotein 1ab (Severe acute respiratory syndrome coronavirus), P0C6X7 | recombinant SARS-CoV 3CLpro, quenched FRET peptide cleavage | inhibition, % at 6 µM | hit rate 0.14% among 290,000; in the data active = inhibition above about 12%
Vc quorum ag: inducers of Vibrio cholerae quorum light production without autoinducers, primary screen, BH1578 luxS cqsA deficient, single point; activation, % at 18.7 µM; hit rate 0.16% among 350,000; AID 588436, 2011; V. cholerae BH1578 lux reporter, luminescence, 6 h; in the data active = activation mostly above about 9.7%, no sharp cut-off; note: not every result past the cut was called active; inactives centre near 0; reference of the scale not given here
Mtb BioA inh: M. tuberculosis BioA enzyme inhibitors, primary screen, biochemical, plate reader, single point, HTS | 7,8-diaminopelargonic acid synthase BioA (Mycobacterium tuberculosis) | purified M. tuberculosis BioA enzyme | inhibition, % at 9.99 µM | hit rate 0.096% among 360,000; in the data active = inhibition above about 40%
SSB-PriA inh: inhibitors of Klebsiella pneumoniae PriA binding to SSB C-terminal tail, primary screen, biochemical, AlphaScreen. AlphaScreen SSBct-PriA binding, biotinylated peptide. PriA–SSB C-terminal tail interaction (Klebsiella pneumoniae). hit rate 0.6% among 430,000. AID 1272365, 2023. inhibition, % at 33 µM; in the data active = inhibition mostly above about 37%, no sharp cut-off; inactive = mostly below about 20%;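 note: plate controls were negative control peptide for no effect and reference peptide for full effect; strong numbers were not always called active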
Mtb UGM inh: M. tuberculosis UGM enzyme inhibitors, primary screen, biochemical, fluorescence polarization, single point. purified UGM, fluorescence polarization probe displacement. inhibition, % at 10 µM. hit rate 0.06% among 320,000; in the data active = inhibition above about 10%, passing the limit was not always enough
Target sequence (P9WIQ1 whole entry, looked up): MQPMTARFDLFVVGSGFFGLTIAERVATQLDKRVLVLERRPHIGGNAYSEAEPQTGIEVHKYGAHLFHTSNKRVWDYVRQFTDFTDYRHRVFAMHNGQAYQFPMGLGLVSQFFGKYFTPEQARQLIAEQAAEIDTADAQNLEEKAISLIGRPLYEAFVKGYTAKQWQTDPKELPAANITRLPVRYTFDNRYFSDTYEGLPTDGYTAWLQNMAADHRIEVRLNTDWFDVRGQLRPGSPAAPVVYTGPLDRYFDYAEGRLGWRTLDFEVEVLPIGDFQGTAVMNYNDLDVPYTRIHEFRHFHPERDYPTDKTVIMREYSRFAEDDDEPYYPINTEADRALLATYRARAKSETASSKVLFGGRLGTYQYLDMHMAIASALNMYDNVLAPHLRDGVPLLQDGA
DUSP3 inh: VHR1 phosphatase inhibitors, primary screen, biochemical, absorbance, uHTS. inhibition, % at 13.3 µM. hit rate 0.52% among 290,000. recombinant VHR phosphatase, pNPP absorbance; in the data active = inhibition above about 50%; note: some compounds called inactive have numbers as strong as hits
MazEF act: activators of E. coli MazEF toxin-antitoxin RNase, primary screen, biochemical, fluorescence, uHTS; hit rate 0.32% among 350,000; FAM/BHQ RNA-DNA oligo cleavage fluorescence, 5 h; AID 504720, 2011; activation, % at 20 µM; in the data active = activation above about 50%
Target sequence (P0AE70 whole entry, looked up): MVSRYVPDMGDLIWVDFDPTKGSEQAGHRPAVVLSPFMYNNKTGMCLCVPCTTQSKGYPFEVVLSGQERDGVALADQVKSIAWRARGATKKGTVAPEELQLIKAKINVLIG
Numbers without * were called inactive; i = inactive; . = no result given. Only part of the results is shown, so the mix of outcomes need not match the whole.

#	molecule	GDH-TPI inh	Rv3671c inh	Mtb FBA inh	SARS 3CLpro inh	Vc quorum ag	Mtb BioA inh	SSB-PriA inh	Mtb UGM inh	DUSP3 inh	MazEF act
1	CC1CCC2(CC1)NC(=O)N(NC(=O)c1cccc(N(C)C)c1)C2=O (configuration not stated)	8.2	0.4	3.0	.	-3.7	-0.1	2.8	-0.2	.	4.7
2	CC(C)COC(=O)Nc1ccccc1C(=O)N1CCOCC1	1.9	-2.7	-2.1	-0.5	.	2.4	-6.1	-0.3	-3.8	3.4
3	COc1cc(NCCCn2cnc(C(=O)Nc3ccc(C)c(C)c3)n2)cc(OC)c1OC	1.0	.	0.8	.	-0.7	0.3	-2.0	.	.	6.4
4	O=S(=O)(Cc1c(F)cccc1Cl)c1ncn[nH]1	-0.6	5.0	1.1	-0.7	0.0	.	-16.5	-0.9	-3.0	-26.2
5	C[C@H](NC(=O)C1CCC(CNC(=O)[C@@H]2CCCN2C(=O)OC(C)(C)C)CC1)C(=O)O (some centres not stated)	0.6	.	-0.5	-2.9	-0.6	-0.6	0.7	-0.5	-41.0	6.7
6	C/C(=C\c1cccs1)C(=O)c1c(C)cc(C)[nH]c1=O	53.2*	-19.0	2.4	-2.2	-0.4	.	0.9	-0.7	9.3	9.7
7	COc1c2ccccc2c(OC)c2ccccc12	6.8	-0.5	26.7	-0.2	i	.	1.1	-2.2	15.4	-4.6
8	CN1C(=O)NC(=O)[C@]2(Cc3ccccc3N3CCN(c4ccccc4)CC32)C1=O (some centres not stated)	10.6	-4.2	2.1	1.5	i	-0.9	4.7	2.1	18.6	3.6
9	COc1ccc2c(c1)CC=C1C2CCC2(C)C(=O)C(=NO)CC12 (configuration not stated)	0.9	.	0.5	.	i	.	-12.7	.	.	13.6
10	C=CCCC(=O)N1C[C@H]2CON(C)[C@H]2C[C@H]1c1cccc(Oc2ccccc2)c1	-12.4	.	-1.4	.	i	1.3	.	.	.	4.2
11	O=C(Cn1ncc2c3ccccc3n(Cc3ccc(F)cc3)c2c1=O)N1CCN(c2ncccn2)CC1	6.2	-3.3	3.0	0.5	-3.8	0.1	2.2	-0.8	10.4	-12.8
12	C=CCn1c(SCC(=O)NCC2CCCO2)nnc1-c1ccncc1 (configuration not stated)	9.5	-4.7	4.6	.	i	-1.0	-1.0	-1.8	.	1.6
13	CCOC(=O)C1CCN(C(=O)CN(Cc2ccc(Cl)cc2)S(C)(=O)=O)CC1	2.2	10.3	-1.9	-7.9	i	5.5	0.0	-0.5	2.0	2.7
14	O=C(O)[C@H]1Cc2ccccc2CN1S(=O)(=O)c1ccc(F)cc1	1.3	9.9	1.1	2.4	i	-0.2	-1.9	3.0	0.0	-1.3
15	COc1ccccc1-n1c(SCC(=O)c2ccc(O)cc2O)nc2cc([N+](=O)[O-])ccc21	17.3	-86.9	-6.7	4.8	i	.	-11.8	1.0	8.8	0.2
16	FC(F)(F)c1cnc(N2CCSCC2)c(Cl)c1	6.4	-3.5	1.4	-1.9	-0.6	.	-13.1	2.2	-2.5	7.9
17	COc1cc(C(=O)Nc2ccc(S(=O)(=O)Nc3ncccn3)cc2)c([N+](=O)[O-])cc1OC	9.4	8.7	1.1	-2.8	-0.2	-1.1	-6.9	-0.4	10.8	-19.5
18	CCOC(=O)c1c(C)[nH]c(C)c1C(=O)COC(=O)/C=C/c1cccc(F)c1	6.2	-5.3	0.1	0.6	-0.4	-0.9	-16.8	3.1	19.2	2.2
19	Cc1cc(C)cc(C(=O)NC(CC(N)=O)c2ccc(NC3CCCCCC3)c([N+](=O)[O-])c2)c1 (configuration not stated)	6.0	-3.0	6.4	.	i	-2.0	3.6	-0.2	7.2	1.0
20	O=C(CN1CCN(Cc2ccc(F)cc2)CC1)Nc1nc2ccccc2s1	17.3	0.8	1.1	-6.9	i	5.2	-2.2	2.0	1.0	-2.1
21	COc1ccccc1OCC(=O)Nc1ccc(S(=O)(=O)NC(C)=O)cc1	-0.7	-1.9	-3.4	2.8	i	-1.5	-14.7	0.4	17.9	-3.6
22	OCC1(Cc2ccc(Cl)cc2)CCN(CCCc2ccccc2)CC1	6.9	3.8	1.6	2.9	-0.2	.	-9.5	-3.0	4.3	2.9
23	CCOC(=O)C1CCCN(C(=O)c2ccc(CS(=O)(=O)Cc3ccccc3C)o2)C1 (configuration not stated)	7.3	2.3	-1.6	1.8	-0.4	7.0	-5.0	-2.5	-2.0	1.6
24	Cc1ccc(S(=O)(=O)Nc2cc(Cl)c(O)c3ncccc23)cc1	16.8	-19.1	1.1	-1.3	-0.2	-3.1	45.1*	3.3	40.9	-14.9
25	CCOC(=O)NC1(C(F)(F)F)C(=O)NC(C)=C1C(=O)OC (configuration not stated)	15.0	6.3	1.5	-2.6	i	-3.2	-2.1	1.7	6.5	11.9

Reprinted at random: 4 entries already listed
#	molecule	GDH-TPI inh	Rv3671c inh	Mtb FBA inh	SARS 3CLpro inh	Vc quorum ag	Mtb BioA inh	SSB-PriA inh	Mtb UGM inh	DUSP3 inh	MazEF act
19	Cc1cc(C)cc(C(=O)NC(CC(N)=O)c2ccc(NC3CCCCCC3)c([N+](=O)[O-])c2)c1 (configuration not stated)	6.0	-3.0	6.4	.	i	-2.0	3.6	-0.2	7.2	1.0
11	O=C(Cn1ncc2c3ccccc3n(Cc3ccc(F)cc3)c2c1=O)N1CCN(c2ncccn2)CC1	6.2	-3.3	3.0	0.5	-3.8	0.1	2.2	-0.8	10.4	-12.8
6	C/C(=C\c1cccs1)C(=O)c1c(C)cc(C)[nH]c1=O	53.2*	-19.0	2.4	-2.2	-0.4	.	0.9	-0.7	9.3	9.7
22	OCC1(Cc2ccc(Cl)cc2)CCN(CCCc2ccccc2)CC1	6.9	3.8	1.6	2.9	-0.2	.	-9.5	-3.0	4.3	2.9

Compound profiles, from the list above. Order of screens: GDH-TPI inh	Rv3671c inh	Mtb FBA inh	SARS 3CLpro inh	Vc quorum ag	Mtb BioA inh	SSB-PriA inh	Mtb UGM inh	DUSP3 inh	MazEF act
CCOC(=O)C1CCN(C(=O)CN(Cc2ccc(Cl)cc2)S(C)(=O)=O)CC1 across the screens: 2.2	10.3	-1.9	-7.9	i	5.5	0.0	-0.5	2.0	2.7
CCOC(=O)c1c(C)[nH]c(C)c1C(=O)COC(=O)/C=C/c1cccc(F)c1 across the screens: 6.2	-5.3	0.1	0.6	-0.4	-0.9	-16.8	3.1	19.2	2.2

Look-ups from the entries so far.
For DUSP3 inh, no. 23 has the entry -2.0
For GDH-TPI inh, no. 15 has the entry 17.3
For DUSP3 inh, no. 20 has the entry 1.0
For Mtb FBA inh, no. 9 has the entry 0.5
For SSB-PriA inh, no. 19 has the entry 3.6
For Rv3671c inh, no. 14 has the entry 9.9

(more compounds)
#	molecule	GDH-TPI inh	Rv3671c inh	Mtb FBA inh	SARS 3CLpro inh	Vc quorum ag	Mtb BioA inh	SSB-PriA inh	Mtb UGM inh	DUSP3 inh	MazEF act
26	CCc1ccc(OCc2nnc(SCC(=O)NCC3CCCO3)n2C)cc1 (configuration not stated)	-4.5	3.1	1.4	7.0	-0.2	-1.7	-13.0	0.7	27.4	1.7
27	Cc1ccc(C)c(OCC(=O)Nc2cc(C)on2)c1	-0.9	0.4	-1.4	0.4	-0.2	0.3	-15.1	-0.2	20.9	2.4
28	Cc1nn(CCC#N)c(C)c1Oc1ccccc1O	-5.3	-14.3	0.3	0.4	-0.4	1.1	-6.8	3.9	16.6	13.2
29	COc1ccccc1CNC(=O)CSc1nnc2c(Cl)cc(C(F)(F)F)cn12	-4.1	-6.9	-2.0	3.4	1.7	1.5	3.3	-0.1	8.3	0.4
30	CCN(CC(=O)Nc1ccc(NC(C)=O)cc1)CC(=O)Nc1cccc(Cl)c1	-2.5	-10.6	1.1	-0.5	i	2.4	-0.1	1.5	-11.9	-8.4
31	O=C(c1ccccc1)N1CCN(C2c3cccc4cccc(c34)C2NS(=O)(=O)c2ccccc2)CC1 (configuration not stated)	-9.0	-6.9	-0.5	10.8	i	.	4.1	-1.0	18.6	-9.1
32	Cc1cc(C)c(NC(=O)COC(=O)C2=COCCO2)c(C)c1	17.0	.	4.6	.	0.2	-3.1	.	.	.	5.9
33	CC(Sc1ncn[nH]1)C(=O)NCc1ccccc1 (configuration not stated)	1.7	-7.2	5.1	-7.9	-0.1	-0.6	-10.1	-0.6	28.6	-6.4
34	CC(C)c1onc(C(=O)Nc2cccnc2Cl)c1[N+](=O)[O-]	12.4	3.4	1.5	4.0	-0.2	.	2.5	-2.9	2.3	-1.7
35	CN(C(=O)C1CCCCC1)C1(C)CCS(=O)(=O)C1 (configuration not stated)	-4.5	6.9	-0.5	.	-2.0	.	-0.8	-1.0	.	4.9
36	CCN1CCN(S(=O)(=O)c2ccc(Cl)c(C(=O)Nc3ccccc3N3CCCC3)c2)CC1	2.8	2.9	2.1	.	-2.8	-0.1	-3.2	-1.9	.	4.1
37	CCOC(=O)C1(Cc2ccc(Cl)cc2)CCN(C(=O)C2CCCO2)CC1 (configuration not stated)	6.3	1.4	0.3	1.7	-0.2	-0.5	-5.5	2.7	12.9	10.5
38	Cc1ccc([C@H]2C[C@@H](O)[C@H](n3cc(COC(=O)c4ccccc4)nn3)CN2C(=O)c2cccs2)cc1	-9.0	.	1.6	.	1.6	1.9	.	.	.	1.0
39	COC(=O)Cc1ccc(NC(=S)N2CCN(CCO)CC2)cc1	12.9	-3.2	3.2	.	-0.4	.	-7.8	-0.5	.	6.5
40	COC(=O)C(Cc1cccc(C)n1)(c1ccccc1)c1ccccc1	12.4	.	-2.2	-4.8	-0.4	0.1	-14.9	-0.3	2.1	1.2
41	CCOC(=O)[C@H]1[C@H]2COc3cc(OC)ccc3[C@@H]2N2C(=O)CN(C)C(=O)[C@@]12C	-5.0	0.4	-1.2	.	i	-3.5	-8.8	0.4	.	1.8
42	O=C1c2cccc3c(O)ccc(c23)C(=O)N1Cc1ccccc1	1.9	10.9	-8.5	-4.5	i	-8.7	-19.5	-2.1	29.6	380.0*
43	C/C(=N\Nc1nc(N)cc(Cl)n1)c1cccc([N+](=O)[O-])c1	14.7	3.2	2.7	-1.8	i	-0.7	.	-0.4	13.9	-5.5
44	COc1ccc(NC(=O)CSc2nnc(C3CCCCC3)n2N)cc1OC	6.0	2.4	-1.2	2.8	-0.9	-0.2	-5.9	-0.3	20.4	-1.8
45	CC(C)(O)CN(CCCNC(=S)Nc1ccccc1)C(=S)Nc1ccccc1	3.2	.	-1.1	.	i	.	-1.6	.	.	13.0
46	O/N=C/c1ccn(-c2ccc(Br)cc2)c1	-2.8	-2.7	-3.7	0.1	-0.5	.	.	5.8	9.4	4.5
47	CSCCC(NC(=O)c1ccco1)C(=O)N1CCCC(C(F)(F)F)C1 (configuration not stated)	1.1	-0.4	0.0	.	i	-0.8	-0.2	2.3	.	6.5
